Screening results: PubChem, several laboratories
BAP1 block – human BAP1 deubiquitinase inhibition; AID 436; 0.48% of 72,000 active; activity remaining (% of control), % at 20 µM; recombinant BAP1, Ub-AMC hydrolysis fluorescence kinetic; active compounds read low; Q92560;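 active means activity remaining at or below 50% of control, provided the compound also passes the data quality filters; inactive means the rest, including low values that fail the filters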;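 further: 100% = DMSO wells rate and 0% = substrate alone blank rate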
Target sequence (Q92560 whole entry, looked up): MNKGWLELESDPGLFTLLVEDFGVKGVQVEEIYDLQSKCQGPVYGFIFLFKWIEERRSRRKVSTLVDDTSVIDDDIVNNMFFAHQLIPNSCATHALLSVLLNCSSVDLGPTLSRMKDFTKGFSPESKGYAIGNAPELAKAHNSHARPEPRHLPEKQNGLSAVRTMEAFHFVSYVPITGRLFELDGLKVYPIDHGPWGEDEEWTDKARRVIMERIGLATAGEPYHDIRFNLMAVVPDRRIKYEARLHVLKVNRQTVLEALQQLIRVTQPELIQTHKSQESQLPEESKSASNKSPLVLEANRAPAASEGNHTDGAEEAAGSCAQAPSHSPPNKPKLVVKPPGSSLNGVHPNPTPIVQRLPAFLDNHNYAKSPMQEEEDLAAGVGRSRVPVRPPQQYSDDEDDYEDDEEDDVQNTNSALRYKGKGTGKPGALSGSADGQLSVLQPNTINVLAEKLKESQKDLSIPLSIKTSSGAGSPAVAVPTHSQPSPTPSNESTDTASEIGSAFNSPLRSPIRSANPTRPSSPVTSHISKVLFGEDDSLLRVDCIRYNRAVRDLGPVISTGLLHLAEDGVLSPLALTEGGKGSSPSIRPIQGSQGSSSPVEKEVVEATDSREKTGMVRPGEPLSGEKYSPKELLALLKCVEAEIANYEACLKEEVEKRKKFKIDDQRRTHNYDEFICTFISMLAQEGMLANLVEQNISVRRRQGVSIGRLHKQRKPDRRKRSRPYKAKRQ
HePTP inhibitor – blocks human HePTP tyrosine phosphatase. P35236. recombinant HePTP phosphatase activity, OD absorbance. inhibition, % at 20 µM. 0.64% of 110,000 active; in the data active means inhibition above about 50%;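 further: plate controls were vehicle for no effect and reference inhibitor for full effect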
Target sequence (P35236 whole entry, looked up): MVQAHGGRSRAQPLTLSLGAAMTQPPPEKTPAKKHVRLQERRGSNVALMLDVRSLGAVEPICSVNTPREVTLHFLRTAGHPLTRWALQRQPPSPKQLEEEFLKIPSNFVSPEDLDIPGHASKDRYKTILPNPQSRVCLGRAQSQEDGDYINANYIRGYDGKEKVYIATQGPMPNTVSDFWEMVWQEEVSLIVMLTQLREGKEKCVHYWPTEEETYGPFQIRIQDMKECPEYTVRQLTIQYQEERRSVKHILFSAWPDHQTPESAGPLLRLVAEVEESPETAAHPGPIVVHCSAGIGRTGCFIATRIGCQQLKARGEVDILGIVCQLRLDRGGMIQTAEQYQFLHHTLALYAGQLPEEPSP
* hit, by the source's call; . = no result given; & = joins results of further samples.

SMILES | BAP1 block | HePTP inhibitor
O=c1[nH]c(/C=C/c2ccc(N3CCOCC3)cc2)nc(O)c1[N+](=O)[O-] | . | 18
CCOC(=O)c1ccc(-n2c(-c3ccccc3)nc3ccccc3c2=O)cc1 | . | 98*
NC(=O)c1cc2nc(-c3cccs3)cc(C(F)(F)F)n2n1 | . | -7
C=C(C)COc1ccc2ccc(=O)oc2c1 | . | 9
COc1ccc(-c2nc(CS(=O)(=O)CC(=O)NCCc3cc(OC)ccc3OC)c(C)o2)cc1 | 109 | 0
COc1ccc(NC(=O)COc2ccc(Cl)cc2Cl)c([N+](=O)[O-])c1 | . | 1
O=S(=O)(c1ccc(Br)c2ccccc12)N1CCN(Cc2ccccc2)CC1 | . | 2
CS(=O)(=O)c1ccc2nc(NC(=O)Oc3ccccc3)sc2c1 | 101 | -5
c1ccc2c(-c3nc(C4CCCCC4)no3)cc(-c3ccncc3)nc2c1 | 45* | 6
Cc1nc(N(C)C)c2sc(=S)n(C)c2n1 | 87 | 5
O=C1c2ccccc2C(=O)N1c1ncc(Cc2cc(Cl)ccc2Cl)s1 | . | 6
COc1ccc(CCNS(=O)(=O)c2ccc(C(=O)NCc3ccco3)cc2)cc1OC | 96 | -3
O=C1c2ccc(Oc3ccc4c(c3)C(=O)N(c3ccccn3)C4=O)cc2C(=O)N1c1ccccn1 | 69 | .
COc1ccccc1N1CCN(c2nc(-c3ccccc3)cc(C(F)(F)F)n2)CC1 | . | 9
COc1ccc(-c2cn3cccnc3n2)cc1NC(=O)C1CC1 | 78 | -6
COc1ccccc1NC(=O)CN1C(=O)C(C)Oc2ccccc21 (stereo not drawn) | 103 | 10
COc1ccc(-c2cc(C(F)(F)F)n3ncc(C(=O)NCC4CCCO4)c3n2)cc1OC (stereo not drawn) | 83 | 4
O=C(Nc1ccccc1C#Cc1ccccc1)c1ccco1 | . | -1
Cc1nn(CC(N)=O)c(=O)c2ccccc12 | 75 | 6
CCOC(=O)c1ccc(NC(=O)N2CCN(Cc3cccc(F)c3)CC2)cc1 | 66 | 9
CS(=O)(=O)N(CC(=O)NCC1CCCO1)c1cc(Cl)cc(Cl)c1 (stereo not drawn) | 104 | -8
CS(=O)(=O)c1ccc(N)cc1 | 97 | 1
CCN(CC)C(=O)CSc1nnc2sc3ccccc3n12 | 111 | -5
CC1=C(C(=O)OCc2ccc(C)cc2)C(c2cccc(O)c2)NC(=O)N1 (stereo not drawn) | . | -13
COc1ccc(-c2nn3c(-c4ccco4)nnc3s2)cc1OC | 97 | -2
CCCCCCOC(=O)C(C#N)c1nc2ccccc2nc1N1CCN(C)CC1 (stereo not drawn) | 92 | 11
O=C(O)C1C(c2ccccc2)C(C(=O)OCCCO)C1c1ccccc1 (stereo not drawn) | 94 | 1
O=C(NCc1cccs1)c1cnc2ccccn2c1=O | . | 7
Cc1ccc(C=C2C(=O)NC(=O)N(c3cccc(Cl)c3)C2=O)s1 | . | 11
COc1ccc(S(=O)(=O)Nc2cc(C)ccn2)cc1OC | 99 | -4
COc1ccc(S(=O)(=O)NCC(c2cccnc2)N2CCN(c3ccc(F)cc3)CC2)cc1C (stereo not drawn) | 86 | 8
COCCSc1nnc(NC(=O)Cc2ccccc2OC)s1 | 94 | 6
COC(=O)c1c(NC(=O)CN2CCN(C(=O)c3ccco3)CC2)c2cc(C)ccc2n1C | 104 | 8
Cc1ccc2[nH]c3nc(C)cc(C)c3c(=O)c2c1 | . | 1
CC(=O)c1c(C)nc(C)nc1NC(=O)C(C)C | 75 | -9
Cc1nn(C(=O)c2ccc([N+](=O)[O-])cc2)c(C)c1Sc1ccccc1 | 174 | .

7 entries from above, sorted by their value in HePTP inhibitor, ascending.
| mol | BAP1 block | HePTP inhibitor |
| --- | --- | --- |
| CC(=O)c1c(C)nc(C)nc1NC(=O)C(C)C | 75 | -9 |
| COc1ccc(S(=O)(=O)Nc2cc(C)ccn2)cc1OC | 99 | -4 |
| COc1ccc(-c2nn3c(-c4ccco4)nnc3s2)cc1OC | 97 | -2 |
| Cc1ccc2[nH]c3nc(C)cc(C)c3c(=O)c2c1 | . | 1 |
| O=C(NCc1cccs1)c1cnc2ccccn2c1=O | . | 7 |
| COc1ccc(S(=O)(=O)NCC(c2cccnc2)N2CCN(c3ccc(F)cc3)CC2)cc1C (stereo not drawn) | 86 | 8 |
| CCCCCCOC(=O)C(C#N)c1nc2ccccc2nc1N1CCN(C)CC1 (stereo not drawn) | 92 | 11 |

Returning to the listing; the two compounds before the break are reprinted first.
SMILES | BAP1 block | HePTP inhibitor
CC(=O)c1c(C)nc(C)nc1NC(=O)C(C)C | 75 | -9
Cc1nn(C(=O)c2ccc([N+](=O)[O-])cc2)c(C)c1Sc1ccccc1 | 174 | .
CCOc1ccc(-c2cc(C(=O)O)c3ccccc3n2)c(OCC)c1 | 86 | 10
CCOc1ccccc1N1C(=O)CC(Sc2ncccc2C(=O)O)C1=O (stereo not drawn) | 95 | 14
N#C/C(=C(/O)COC(=O)CCC1CCCCC1)c1nc2ccccc2[nH]1 | 123 | 9
CCCOc1ccc(C2C(C(=O)c3ccc(C)o3)=C(O)C(=O)N2CCCn2ccnc2)cc1 (stereo not drawn) | 93 | 2
COc1ccc(-c2cc(OC)c3c(C)oc(C)c3c(=O)c2)cc1OC | 83 | -4
COC(=O)c1[nH]c2ccc(F)cc2c1NC(=O)C1=COCCO1 | 144 | -3
CCOc1ccccc1N1CCN(c2nc(N)c(C#N)c(CC#N)c2C#N)CC1 | 93 | 2
OC(CCN1CCCC1)(c1ccccc1)C1CCCCC1 (stereo not drawn) | 106 | 6
COc1cc(-c2nnc(SCC(=O)c3ccc(Cl)cc3)o2)cc(OC)c1OC | 135 | .
O=C(Cn1nnc(-c2ccccc2)n1)NCc1ccccc1 | 88 | -3
COC(=O)Cc1c(C)c2ccc(OCC(C)=O)c(C)c2oc1=O | 77 | 5
Cc1ccc(/C=N/NC(=O)c2ccco2)o1 | . | -2
CCOC(=O)N1CCN(C(=O)c2ccc3c(SCC(=O)O)c4c(nc3c2)CCCC4)CC1 | 95 | 14
CCOCCCNC(=O)c1cccs1 | 92 | -1
CC(=O)OCCOc1nc(N(C)C)nc(N(C)C)n1 | 103&87 | 7
COc1ccc(/C(O)=C2/C(=O)C(=O)N(CCCCCC(=O)O)C2c2ccc(F)cc2)cc1 (stereo not drawn) | . | 0
COc1ccccc1N1CCN(C(=O)COc2ccc(Cl)cc2)CC1 | 102 | 2
CCCCn1c(N2CCC(Cc3ccccc3)CC2)nc2c1c(=O)[nH]c(=O)n2C | 82 | 0
Cc1ccccc1CN1CCN(CC(=O)NCCCN2CCN(c3ccc(F)cc3)CC2)C1=O | 98 | 1
COc1ccccc1N=Nc1c(O)[nH]c(=O)[nH]c1=O | . | 3
O=C(NC(c1ccccc1)C(Cl)Cl)c1ccccc1 (stereo not drawn) | . | 4
C=CCSc1nc(C)c(CC=C)c(=O)[nH]1 | 74 | 6
CCOC(=O)c1c(Nc2ccccc2)sc(C=NCc2ccc(Cl)cc2)c1O | . | 2
O=C(/C=C/c1ccccc1)NC(=S)Nc1cc([N+](=O)[O-])cc(Cl)c1O | . | -6
COc1ccc(S(=O)(=O)N(CC(=O)NC2CC2)c2ccc(C)cc2)cc1OC | 144 | 4
Cc1cc(Cl)ccc1NC(=O)C(N)=O | . | 8
O=C(CCCn1c(SCC(=O)NCC2CCCO2)nc2ccccc2c1=O)NCC1CCCO1 (stereo not drawn) | 91 | -4
COc1ccc(OCCSc2ncnc3nc[nH]c23)cc1 | 89 | -8
CC(C)c1ccc2oc(=O)cc(CN3CCN(c4ccc(F)cc4)CC3)c2c1 | 74 | 3
COc1cccc(N2C(=O)NC(=O)/C(=C/c3c(OC)ccc4ccccc34)C2=O)c1 | . | 12
Cc1cccc(OCC(=O)Nc2cccc(C(=O)NCC(C)C)c2)c1 | . | 0
N=c1c(C(=O)NCc2ccc(F)cc2)cc2c(=O)n3ccccc3nc2n1Cc1ccco1 | 193 | -3
Cc1sc2nc(CN3CCN(S(=O)(=O)c4cccc5nonc45)CC3)[nH]c(=O)c2c1C | 99 | 10
CCN(CCNC(=O)C1CCCN(Cc2nc(-c3ccc(OC)cc3)oc2C)C1)c1ccccc1 (stereo not drawn) | 140 | 6
COc1ccc(/C(O)=C2/C(=O)C(=O)N(CCCCCC(=O)O)C2c2cccc(F)c2)cc1 (stereo not drawn) | . | 3
O=C1NC2=Nc3ccccc3NC(c3ccccc3)=C2C(c2cccc3ncccc23)N1 (stereo not drawn) | . | -11
Cn1c(SCc2ccccc2F)nnc1-c1cnccn1 | 61 | 2
CC(=O)Nc1cccc(Oc2cc(C#N)c(C#N)cc2N2CCOCC2)c1 | 86 | 4
O=C(O)CCCCCN1C(=O)C(=O)/C(=C(/O)c2ccc(Cl)cc2)C1c1ccccc1F (stereo not drawn) | . | 11
COC(=O)CN1C(=O)C(O)(CC(=O)c2ccc(C)cc2)c2cc(Br)ccc21 (stereo not drawn) | 90 | 4
CCN(CC)S(=O)(=O)c1ccc(NC2c3ccccc3C(=O)N2Cc2ccc3c(c2)OCO3)cc1 (stereo not drawn) | 61 | -10
O=C1c2ccccc2C(=O)N1c1cccc(-c2nc3ccccc3o2)c1 | 104 | 4
COCCNC(C)C(=O)Nc1ccc(Br)cc1 (stereo not drawn) | 90 | 4
CCOC(=O)Oc1ccc2c(=O)c(Oc3ccc(C(C)(C)C)cc3)coc2c1 | . | -5
O=C(NN=C1CCC(c2ccccc2)CC1)c1ccccc1I (stereo not drawn) | . | 1
COc1cccc(Oc2coc3c(CN4CCOCC4)c(O)ccc3c2=O)c1 | 65 | 5
COc1ccc(C(=O)Nc2nc3ccccc3s2)c(OC)c1 | . | 9
O=C(O)CCC(=O)NCC1(c2ccccc2)CCOCC1 | . | -12

The closing two entries of the section before come first, to join the parts:
SMILES | BAP1 block | HePTP inhibitor
COc1ccc(C(=O)Nc2nc3ccccc3s2)c(OC)c1 | . | 9
O=C(O)CCC(=O)NCC1(c2ccccc2)CCOCC1 | . | -12
Cc1cc(NC(=O)C2CC(c3ccc(F)cc3)=NO2)n(-c2ccccc2)n1 (stereo not drawn) | 91 | 4
Cc1csc2ncc(C(=O)NCc3ccc4c(c3)OCO4)c(=O)n12 | 75 | 3
CC(C)C1Cc2[nH]c(=O)c(C(=O)O)cc2CO1 (stereo not drawn) | 99 | 4
COc1cccc2sc(NC(=O)c3cccc(Cl)c3)nc12 | . | 5
O=S1(=O)N=C2CCCN2C(c2ccc(F)cc2)N1 (stereo not drawn) | 111 | 6
CCN(CC(=O)NC1CCS(=O)(=O)C1)C(=O)C(c1ccccc1)c1ccccc1 (stereo not drawn) | 94 | 6
N#CC1=C(N)N2C(=C(C#N)C13CCN(Cc1ccccc1)CC3)Nc1ccccc12 | 140 | 0
Cc1ccc(-c2cc(-c3ccc(C)o3)nc(N)c2C#N)cc1 | . | 8
Cc1ccc(-n2c(SCC(=O)Nc3ccc4c(c3)OCO4)nnc2-c2ccoc2C)cc1 | 82 | -7
CCCOc1ccc(N2C(=O)CC(N(CCC)C(=O)CCC(=O)O)C2=O)cc1 (stereo not drawn) | 85 | 6
COCCn1c(N)c(S(=O)(=O)c2cccs2)c2nc3ccccc3nc21 | . | 8
COc1ccc(N(Cc2cc3ccccc3[nH]c2=O)C(=O)C2CCCO2)cc1 (stereo not drawn) | 94 | -1
O=C(CC(C(=O)N1CCc2ccccc21)n1ccnc1)NCc1cccnc1 (stereo not drawn) | 108 | -8
O=C(CSc1ccc(Cl)cc1)Nc1ccc(N2CCN(C(=O)c3ccco3)CC2)cc1 | 50 | -5
COc1ccc(C2=C/C(=C/c3ccc(I)o3)C(=O)O2)cc1 | . | 7
COc1cc(NC(=O)c2csc3c2CCCC3)ncn1 | 89 | 1
CCN1CCN(C(=O)c2cc3c(-c4ccc(Cl)cc4)nn(C)c3s2)CC1 | 98 | -1
COc1ccc(-c2csc(NC(=O)c3ccccc3OC)c2C(=O)O)cc1 | . | 7
O=C(O)c1cccc(N2CCCCS2(=O)=O)c1 | 117 | 11
Cc1ccc(C(=O)Nc2c(C(=O)N3CCOCC3)cnn2-c2ccccc2)cc1 | 87 | 13
COc1ccc(OC)c(NC(=O)COc2ccc(Br)cc2C)c1 | . | -10
CCc1ccccc1NC(=O)COc1ccc2ccccc2c1 | . | -2
CN(c1ccccc1)c1ccc(/C=c2\s/c(=C(/C#N)C(=O)C(C)(C)C)n(Cc3ccco3)c2=O)cc1 | . | 2
Cc1ccc2cc(CN(Cc3ccc(F)cc3)Cc3nnnn3C3CCCC3)c(=O)[nH]c2c1 | 47* | 4
COc1cccc(NC(=O)N[C@@H](Cc2ccccc2)C(=O)O)c1 | 97 | 4
CC1Cc2ccccc2N1C1=NS(=O)(=O)c2ccccc21 (stereo not drawn) | . | 7
CC1=CC2(C#N)C3(N=C(N)C2(C#N)C(c2ccccc2)N1)OCCO3 (stereo not drawn) | 99 | 6&5
CCc1ccc(NC(=O)CSc2nc3c(c(=O)n(C)c(=O)n3C)n2C)cc1 | 94 | 3
CCCOc1ccc(C(=O)CCN2CCCCC2)cc1 | 90 | -2
CS(=O)(=O)N1CCN(c2ccccc2NC(=O)c2ccc(-c3ccc(Cl)cc3Cl)o2)CC1 | . | 10
c1ccc(COc2ccc(Oc3nc(N4CCCCC4)nc(N4CCOCC4)n3)nn2)cc1 | 74 | 6
Cc1ccc2[nH]c(=O)c(CN(Cc3ccc4c(c3)OCO4)Cc3nnnn3Cc3ccco3)cc2c1 | 34* | 1
CCOc1ccc2nc(NC(=O)c3ccc(S(=O)(=O)N4CCOCC4)cc3)sc2c1 | 150 | 11

Outcome played no part in choosing rows; about 0.79% have a hit in one of these screens.
